PLC-gamma1 inh: PLC-gamma1 (human) inhibition, primary screen. AID 720700. purified PLC-gamma1, fluorogenic substrate, fluorescence. 370,000 compounds, 0.84% hits. inhibition, % at 12.2 µM; in the data active = inhibition above about 9.5%
DDE Tn6 FP inh: inhibitors of Tn6 peptide binding to human fibrin DD(E); P02675; Fibrin DD(E) TRITC-Tn6 fluorescence polarization displacement; inhibition, % at 8.3 µM; 370,000 compounds, 0.21% hits;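 active = inhibition above a per-campaign cutoff: mean of compounds within control limits plus 3 SD, cut at about 15% in these data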;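 also: 0% = median of all compound wells on the plate and 100% = blocking peptide control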
Target sequence (P02675 whole entry, looked up): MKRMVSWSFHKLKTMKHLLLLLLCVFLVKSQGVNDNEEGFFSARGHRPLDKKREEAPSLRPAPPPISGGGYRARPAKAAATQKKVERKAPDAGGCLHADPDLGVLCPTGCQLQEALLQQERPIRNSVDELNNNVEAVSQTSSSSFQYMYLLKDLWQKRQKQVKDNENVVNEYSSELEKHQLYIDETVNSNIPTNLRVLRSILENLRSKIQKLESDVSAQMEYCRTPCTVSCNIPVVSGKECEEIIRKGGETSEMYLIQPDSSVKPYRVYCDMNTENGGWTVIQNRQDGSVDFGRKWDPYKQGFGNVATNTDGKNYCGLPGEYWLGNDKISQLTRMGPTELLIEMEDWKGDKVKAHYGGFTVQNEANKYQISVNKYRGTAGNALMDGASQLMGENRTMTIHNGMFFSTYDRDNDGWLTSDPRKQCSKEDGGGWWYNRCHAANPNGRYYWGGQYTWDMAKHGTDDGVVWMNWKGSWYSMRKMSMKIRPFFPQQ
ARFGAP1 inh: inhibits rat ARF GTPase activating protein 1; 360,000 compounds, 0.26% hits; Q62848; Arfgap1-stimulated ARF1 GTP hydrolysis, GDP FP detection; inhibition, % at 16.5 µM;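 active = inhibition above a per-plate limit, mean inhibition of low control wells plus 3 SD, cut at about 25% in these data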;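 also: 0% = DMSO wells with enzyme and 100% = wells lacking Arfgap1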
Target sequence (Q62848 1-136 limits assumed): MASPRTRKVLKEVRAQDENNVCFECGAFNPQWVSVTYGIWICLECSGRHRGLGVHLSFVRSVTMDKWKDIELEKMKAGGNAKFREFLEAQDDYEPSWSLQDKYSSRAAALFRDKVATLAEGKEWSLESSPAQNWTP
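Material: rat Arfgap1 GAP domain (His6, aa 1-136), purified enzyme. Also added: human ARF1(Δ1-17)-GTP substrate. Compound dosing: 16.5 µM single point, 1.26% DMSO. Timing: enzyme reaction 120 min at 25 °C after 20 min preincubation. Signal: GDP detection by fluorescence polarization. Read-out basis: percent inhibition of GAP-stimulated GDP formation, scaled between DMSO and no-Arfgap1 medians.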
KLK7 zymogen act: activates the human kallikrein-7 zymogen; purified proKLK7, EDANS-DABCYL substrate fluorescence; 100% is mature enzyme control, 0% vehicle; activation, % at 7 µM; 370,000 compounds, 0.9% hits; AID 652039;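 active = activation above the mean of all tested compounds plus 3 SD, computed per campaign excluding outliers beyond control limits, cut at about 13% in these data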
DDE Tn7 FP inh: disrupts Tn7 cyclic peptide binding to fibrin D-Dimer-E complex; 370,000 compounds, 0.13% hits; inhibition, % at 8.3 µM; FP displacement of FITC-Tn7 peptide from fibrin DD(E); 0% = median of compound wells per plate;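 active = inhibition above the mean of compounds falling within the control limits plus 3 SD of them, cut at about 14% in these data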;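 also: 0% = plate median of compound wells and 100% = 10 µM Aha-Tn7 peptide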
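System: human fibrin DD(E); quantity: Fibrin-DD(E) at 2 µM final; also added: fluorescent Tn7 probe at 0.1 µM; compound dosing: single nominal test concentration of 8.3 µM per compound; schedule: 10 min preincubation, 3 h with tracer, room temperature; detection: fluorescence polarization of the labelled Tn7 tracer; repeats: one replicate per compound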
TDP2 absorb: blocks human TDP2 phosphodiesterase activity | recombinant TDP2, T5PNP hydrolysis, p-nitrophenol absorbance 415 nm | AID 720702 | inhibition, % at 12.8 µM | O95551 | 370,000 compounds, 0.34% hits;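 active = inhibition above the mean of all tested compounds plus 3 SD, set per campaign, cut at about 25% in these data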;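 also: 0% = DMSO with enzyme and 100% = buffer with substrate but no TDP2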
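Read-out basis: percent inhibition. System: recombinant human TDP2. Buffer or medium: Mg2+-containing Tris-HCl buffer, pH 7.5. Repeats: single replicate. Timing: reaction 2 h, 37 °C. Benchmarks: high control without enzyme, low control DMSO plus TDP2. Probe or stimulus: 5 mM T5PNP. Doses: 12.8 µM only. Measured by: epi absorbance of p-nitrophenol freed from T5PNP by hydrolysis.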
ADAM10 inh: ADAM10 inhibition, QFRET primary screen; O14672; recombinant ADAM10, EDANS/DABCYL FRET peptide cleavage, 3 h; inhibition, % at 7 µM; 370,000 compounds, 0.62% hits; AID 720582;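 active = inhibition above a per-campaign cutoff equal to the mean of compounds falling between control-based bounds plus 3 SD, cut at about 20% in these data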;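 also: 0% = DMSO wells while the 100% control is not disclosed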
LEDGF integ inh: blocks HIV-1 LEDGF/p75-dependent DNA integration | inhibition, % at 3.7 µM | TR-FRET IN-LEDGF/p75 DNA integration, Eu/Cy5 | AID 743269 | 370,000 compounds, 0.64% hits;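 active = inhibition above the screen-wide mean plus 3 SD, cut at about 13% in these data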;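 also: signal is the Cy5 over europium emission ratio at 671 and 618 nm; 0% = plate median of compound wells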
ADAM17 inh: ADAM17 inhibition, QFRET primary screen; P78536; recombinant ADAM17, EDANS/DABCYL FRET peptide cleavage; inhibition, % at 6.95 µM; 370,000 compounds, 0.83% hits;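 active = inhibition above the mean of compounds lying between control limits plus 3 SD, set per campaign, cut at about 8.5% in these data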;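 also: 0% = DMSO-only wells as the low control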
ASAP1 GAP inh: ASAP1 ArfGAP inhibition. Q9ULH1. ASAP1-stimulated ARF1 GTP hydrolysis, GDP FP detection. inhibition, % at 16.5 µM. 360,000 compounds, 0.19% hits; in the data active = inhibition above about 25%;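 also: 0% = vehicle with enzyme and substrate and 100% = no enzyme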
Target sequence (Q9ULH1 325-724 limits assumed): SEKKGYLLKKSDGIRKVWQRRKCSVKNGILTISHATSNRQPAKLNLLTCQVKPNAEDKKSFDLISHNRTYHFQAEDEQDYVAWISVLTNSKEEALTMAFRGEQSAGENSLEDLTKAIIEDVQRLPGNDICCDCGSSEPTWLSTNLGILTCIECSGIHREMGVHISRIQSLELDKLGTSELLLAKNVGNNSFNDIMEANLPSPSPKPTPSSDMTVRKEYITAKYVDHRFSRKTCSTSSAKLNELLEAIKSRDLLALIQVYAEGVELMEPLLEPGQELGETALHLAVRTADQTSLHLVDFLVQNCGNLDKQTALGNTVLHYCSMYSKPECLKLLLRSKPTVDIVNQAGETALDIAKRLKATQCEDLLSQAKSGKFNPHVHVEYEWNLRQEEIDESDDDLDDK
* marks the source's active call; other numbers are inactive results; nt = no result given.

SMILES	PLC-gamma1 inh	DDE Tn6 FP inh	ARFGAP1 inh	KLK7 zymogen act	DDE Tn7 FP inh	TDP2 absorb	ADAM10 inh	LEDGF integ inh	ADAM17 inh	ASAP1 GAP inh
COc1ccc(-c2oc(=O)c3cc(OC)c(OC)cc3c2C#CCCCO)cc1	-33.7	2.8	15.1	-12.3	-7.1	3.5	-21.9	0.4	-3.5	-2.5
O=C(C[C@@H]1C/C=C\C[C@H](Cc2ccc(F)cc2)C(=O)OCCNC1=O)N[C@H](CO)Cc1ccccc1	2.2	0.9	4.5	-0.3	-8.0	1.2	-1.7	-2.4	1.4	2.5
CC(C)Cc1ccc(C(C)NC(=O)Cc2ccc(S(=O)(=O)N3CCOCC3)s2)cc1 (configuration not stated)	0.3	4.5	25.1*	-0.2	4.2	-10.7	-0.1	-4.9	-0.6	1.1
Cc1cc(NC(=O)c2ccccc2O)nc(C)n1	-27.2	-1.8	-6.0	-0.2	-1.8	10.7	-0.8	0.5	-0.7	10.1
CN1CCN(c2ccc(NC(=O)c3ccc4c(c3)[nH]c(=O)n4Cc3ccc(F)cc3)cc2)CC1	1.7	-8.2	-0.8	0.5	-1.5	0.6	2.2	2.1	-1.1	14.5
O=C1c2ccccc2C(=O)N1CCSc1ncn[nH]1	3.4	-0.8	-12.2	7.3	5.4	2.8	-2.9	-0.1	-4.8	8.2
COc1ccc(C(C(=O)NCC2CCCO2)N(C(=O)CNC(=O)c2cccs2)c2ccc(C(C)=O)cc2)cc1OC (configuration not stated)	3.2	5.3	-1.2	0.3	-2.9	-8.5	-0.6	-3.5	1.8	-5.7
O=C(O)c1oc2ccccc2c1CSc1ccccn1	-3.7	8.1	7.3	0.0	-3.8	-3.5	-10.4	-4.1	-0.2	-6.1
Cc1ccc(Cc2c(-c3ccc(Cl)cc3)nc3cc(C)c(Br)c(C)n23)cc1	-5.0	-5.2	-8.1	-1.2	-2.5	-3.5	8.9	3.5	2.2	1.2
O=S(=O)(Nc1nccs1)c1cnc(Cl)c(Br)c1	-2.0	-2.5	-17.9	-0.2	1.2	3.7	-0.8	-1.1	-1.9	-1.8
CC(C)N1C(=S)SC(C)(C)C1n1oc(=O)n(-c2cccc(Cl)c2)c1=O (configuration not stated)	-0.2	-7.0	-4.5	0.3	-3.6	5.4	-2.5	3.1	-3.2	6.5
COCCCn1c(C)nnc1SCC(=O)Nc1ccc(C(C)=O)cc1	0.1	2.6	4.4	0.5	4.5	1.8	-5.1	-2.0	-3.8	2.4

2 records picked at random from those above:
SMILES	PLC-gamma1 inh	DDE Tn6 FP inh	ARFGAP1 inh	KLK7 zymogen act	DDE Tn7 FP inh	TDP2 absorb	ADAM10 inh	LEDGF integ inh	ADAM17 inh	ASAP1 GAP inh
O=C(O)c1oc2ccccc2c1CSc1ccccn1	-3.7	8.1	7.3	0.0	-3.8	-3.5	-10.4	-4.1	-0.2	-6.1
O=S(=O)(Nc1nccs1)c1cnc(Cl)c(Br)c1	-2.0	-2.5	-17.9	-0.2	1.2	3.7	-0.8	-1.1	-1.9	-1.8

More structures follow:
SMILES	PLC-gamma1 inh	DDE Tn6 FP inh	ARFGAP1 inh	KLK7 zymogen act	DDE Tn7 FP inh	TDP2 absorb	ADAM10 inh	LEDGF integ inh	ADAM17 inh	ASAP1 GAP inh
CCCNC(=O)C1(C)CCCN(C(=O)c2cc(F)ccc2C)C1 (configuration not stated)	1.7	1.9	8.8	-0.5	1.9	-14.9	1.1	2.9	-0.2	9.4
Cc1cc(C)n2c(SCC(=O)Nc3cc(C)on3)nnc2n1	-52.5	-9.3	8.6	0.2	3.4	-1.2	-22.9	-2.5	-16.7	-6.9
C/C(=N\Nc1nc(C)cc(C)n1)c1ccc(N2CCOCC2)cc1	-1.7	8.5	2.2	-0.6	-2.0	9.4	-6.5	-0.3	-1.5	8.1
COc1ccc(C(=O)NNC(=S)NC(=O)c2cccc([N+](=O)[O-])c2)cc1	1.0	3.8	-1.1	-0.3	2.7	4.4	5.7	3.4	1.9	-4.5
O=c1cc2c(nn1Cc1cccc(Cl)c1)-c1ccccc1CC2	-4.7	4.4	7.5	0.0	3.6	-1.3	1.8	2.4	-1.9	-3.3
Cc1nn(-c2ccccc2)c2sc(C(=O)N(CC(=O)NC3CCCC3)Cc3ccco3)cc12	-2.3	-2.8	1.8	-0.3	6.4	3.1	-6.1	1.2	-1.8	-1.3
COc1ccc(C(=O)N/C(=C/c2cccnc2)C(=O)Nc2cccc(C(C)=O)c2)cc1OC	0.2	6.3	3.6	0.6	2.2	-6.0	-0.4	-0.9	-0.5	-1.9
O=C(NCCCN1CCCC1=O)C1CCCO1 (configuration not stated)	4.0	-1.3	1.7	0.6	3.0	-13.1	0.6	0.5	0.4	3.4
O=C(O)c1ccc(S(=O)(=O)N2CCCc3ccccc32)cc1	9.9*	1.8	-0.5	0.1	-2.3	-23.9	3.6	4.5	2.8	1.6
CC(C)(C)OC(=O)N[C@@H](COCc1ccccc1)C(=O)N[C@@H](CO)[C@H](O)[C@@H]1C[C@@H]1C(=O)NC1CCCCC1	-0.4	4.7	-4.2	0.1	-3.8	-3.2	-8.4	2.5	0.7	0.0
O=C(Nc1ccc(F)cc1)C(c1cc2ccccc2o1)N1CCN(c2ccncc2)CC1 (configuration not stated)	0.2	3.0	-0.7	0.8	-2.0	3.2	-2.8	0.9	-2.5	-5.4
COc1ccc(CCNC(=O)CSCc2ccc(F)cc2)cc1OC	0.6	2.8	-11.0	-0.9	5.3	4.5	-1.1	1.7	-0.8	4.2
CC(C)[C@H](NC(=O)C1CCN(S(=O)(=O)c2ccccc2)CC1)C(=O)NCc1ccccc1	-1.2	0.6	2.1	-0.1	0.9	-7.7	2.2	-0.1	-2.5	0.8
Cc1c(C(=O)NNC(=S)Nc2cccc(Cl)c2)nnn1-c1ccccc1	-1.0	-3.3	-1.9	0.1	-0.3	5.9	6.2	4.9	1.8	1.4
COc1ccc(OC)c(NC(=O)CSc2nnc(-c3ccco3)n2-c2ccc(C(=O)O)cc2)c1	2.3	-0.1	7.3	0.0	-9.5	-9.0	5.0	3.2	-0.8	4.2
CCn1cc(CN2CCCC(CNS(=O)(=O)Cc3ccccc3)C2)cn1 (configuration not stated)	5.8	-2.3	3.4	0.3	-5.5	5.3	-1.0	3.1	-0.6	6.7
O=C(CSc1nnc(Cc2ccccc2)o1)c1cc(F)ccc1F	0.7	-4.2	-8.2	-0.1	-5.4	-11.5	6.3	3.4	3.9	1.2
CN(C)c1ccc(-c2csc(C(O)c3cccc(Cl)c3)n2)cc1 (configuration not stated)	-6.1	-3.4	1.1	0.3	7.1	-0.6	7.3	-0.8	0.5	4.1
O=C(CCCc1ccccc1)NCc1ccc(F)cc1	0.3	6.1	-4.6	0.5	-0.9	-10.5	-3.9	1.3	0.3	2.0
Nc1nc(C(F)(F)F)cc(=O)[nH]1	5.4	0.6	-1.2	0.8	-7.4	-11.9	-0.7	2.8	-0.4	0.2
COc1ccc(CCNC(=O)CC2COc3ccccc3O2)cc1OC (configuration not stated)	1.2	11.5	-5.4	0.9	5.3	10.9	1.5	0.0	-1.3	-7.2
Cc1[nH]n(-c2cccc(Cl)c2)c(=O)c1C=NC12CN3CN(CN(C3)C1)C2	0.9	-1.3	-11.8	0.0	-4.2	-3.3	3.2	5.2	-0.1	0.7
COc1cc(C(=O)NCC2CCCO2)ccc1OCc1ccc(Cl)cc1Cl (configuration not stated)	7.2	-0.3	-2.1	-0.3	-1.1	-13.5	8.6	2.4	4.7	3.0
Cn1ncc(Cl)c1C(=O)NCc1ccc(Cl)cc1	-2.4	-3.5	-4.5	-1.0	2.3	6.6	-3.0	0.2	0.2	-1.9
Cc1ccc(S(=O)(=O)/C=C/c2ccccc2)cc1	-0.7	6.0	4.4	0.1	1.9	7.2	5.0	-3.4	-0.6	0.1
Cc1ccc(CNCCCn2cnc3c(OCc4ccccc4)ncnc32)o1	4.0	5.0	0.7	-0.1	1.4	-14.4	-2.0	1.8	3.7	1.5
O=C(O)CN(c1ccccc1)S(=O)(=O)c1cc(C(F)(F)F)cc(C(F)(F)F)c1	-3.1	5.0	-0.5	-0.4	6.4	-2.5	0.8	1.9	-1.0	12.4
CCC(C)c1ccc(OCC(=O)Nc2cccc(C(=O)Nc3ccc(C(=O)O)cc3)c2)cc1 (configuration not stated)	3.0	-8.4	15.4	-9.8	7.8	-14.8	0.1	7.1	3.4	4.8
CCOC(=O)C1CCN(S(=O)(=O)c2ccc(NC(C)=O)c(Cl)c2)CC1	3.2	0.4	-16.5	0.2	-1.4	-0.5	-2.4	2.5	-2.3	-17.7
COC(=O)[C@]12C[C@H](CC(=O)NCc3cccc(C(F)(F)F)c3)C(=O)N(CCc3ccc(OC)c(OC)c3)C1=C[C@H](C(C)C)O[C@@H]2C1CC1	1.0	1.2	nt	0.2	10.2	-2.2	22.3*	-2.6	12.7*	nt
COc1ccc(CCNC(=O)[C@H](C)N2C(=O)N3CCc4c([nH]c5ccccc45)[C@@]3(C)C2=O)cc1	4.4	-1.4	2.9	0.5	-7.2	-0.7	2.9	3.6	2.6	6.8
O=C(Oc1cccc(/C=N/NC(=O)c2ccccn2)c1)c1ccc([N+](=O)[O-])cc1	-1.4	1.9	-7.6	-0.1	-2.0	-17.2	-1.4	3.7	2.1	9.9
Cc1c(OCC(=O)NCCCN2CCCC2=O)ccc2c3c(c(=O)oc12)CCC3	-1.2	-2.3	-0.2	0.9	10.7	10.5	-51.7	0.0	-19.4	-8.8
CCn1c(SCC(=O)NCc2ccc3c(c2)OCO3)nnc1-c1c[nH]c2ccccc12	3.1	-3.8	2.1	0.3	-10.2	-3.1	7.8	-1.7	-2.0	-2.8
Cc1cccc(N2CCN(C(=S)NC3CCCCC3)CC2)c1C	4.9	2.5	17.3	0.2	-0.2	-7.4	3.0	2.6	0.0	4.0
O=C(Nc1ccc(N2CCCCC2)c(Cl)c1)c1ccc(N2CCOCC2)c([N+](=O)[O-])c1	-0.3	-4.8	3.2	-0.4	-1.2	9.5	3.0	-3.3	-3.7	2.2
CCN(CC)S(=O)(=O)c1ccc(N2CCN(CCO)CC2)nc1	0.0	-3.0	8.1	0.5	0.6	-6.1	5.1	-1.8	-2.2	6.4
N#Cc1ccc(NC(=O)c2cc(=O)c3ccccc3o2)cc1	2.1	-1.4	2.9	-0.2	-0.7	-12.4	6.6	-0.2	-2.6	-10.5
CC(C)[C@@H]1NC(=O)[C@@H]2CSCCS(=O)(=O)N2C1=O	-1.1	2.1	12.7	-0.8	3.0	-4.5	-0.7	-0.6	-3.9	0.1
